Assay outcomes deposited in PubChem by National Center for Advancing Translational Sciences (NCATS).
Mito fusion act: blocks mitochondrial division or promotes mitochondrial fusion. Potency, µM (top dose mostly 46.1 µM), inactives show at the highest dose growth rescue (activation), usual class: activators. AID 485298. S. cerevisiae fusion-defective mutant growth rescue, CellTiterGlo 48 h. 320,000 tested, 0.23% active;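 note: potency is the fitted concentration of half-maximal effect; % of control where 0% means no effect; nearly all actives have a fitted effect of over 45% in size; temperature-sensitive fusion mutants such as fzo1-1 at 37 °C on non-fermentable ethanol glycerol medium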
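Luminescent cell viability in 1536-well qHTS format served as the measure of rescued growth in ts fusion-mutant S. cerevisiae cultured on non-fermentable YPEG for 48 hours at 37C.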
TCR act: T cell receptor activation; primary human leukocytes, anti-CD3, IL-2 HTRF, 48 h; Potency, µM (doses to about 9.22 µM), for the others: top-dose activation of IL-2 secretion, usual class: activators; 330,000 tested, under 10 active; AID 504894; note: % of control where 0% means no effect
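Primary human leukocytes receive a-CD3 beads and test compound and are incubated 48 hr. Secreted IL-2 is then assayed by HTRF, measuring 665nm acceptor emission after 320nm excitation of the europium donor.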
Eya2 phos inh: blocks the phosphatase activity of human Eya2; recombinant Eya2, OMFP fluorescence dephosphorylation (OMFP is methylfluorescein phosphate); Potency, µM (doses to about 76.9 µM), for the others: at the top dose activity, negative = inhibition, most hits filed as inhibitors; 330,000 tested, 0.006% active; AID 488837; O00167; note: potency is the fitted concentration of half-maximal effect; % is set by controls: 0 for no effect and ±100 for the full control effect
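Eya2 protein (added as 0.2 uM solution) was preincubated with compound for 10 min at ambient temperature in 50 mM HEPES pH 7.5, 50 mM NaCl, 5 uM MgCl2, 0.05% BSA, 1 mM DTT. OMFP (added at 50 uM) then reacted 10 min; fluorescence read at 485/525 nm.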
AT treatment: potential ataxia-telangiectasia treatments restoring KAP-1 phosphorylation. 320,000 tested, 0.19% active. […] A-T fibroblasts, KAP-1 phosphorylation AlphaLISA; neocarzinostatin DNA damage 30 min before lysis. Potency, µM (series often up to 57.5 µM), inactives show top-dose activation, hits mostly activators; note: potency is the fitted concentration of half-maximal effect; % of control where 0% means no effect; nearly all actives have a fitted effect of over 45% in size
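ATM-like activity read as KAP-1 phosphorylation via AlphaLISA donor/acceptor antibody pairs after lysis and 6 hr at 25C. Cells were ATM-null patient fibroblasts ([…], hTERT), dosed 60 min, then exposed to the DSB inducer NCS for 30 min.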
TSHR antag: human thyrotropin receptor antagonism. P16473. TSHR-expressing cells, TSH-stimulated cAMP HTRF, 2 h; stronger effect = lower value. activity change, negative = inhibition, % at 11.5 µM. 330,000 tested, 0.2% active;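 active = activity change below a set negative limit, meaning inhibition stronger than a set level, cut at about -70% in these data; inconclusive = activity change between two set negative limits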; note: % is set by controls: 0 for no effect and ±100 for the full control effect
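TSHR-expressing cells, 200/well, pre-treated with compound, then stimulated with EC80 TSH (4nM final) for 2 hours at 37 deg C. cAMP measured by competitive HTRF: anti-cAMP cryptate antibody in lysis buffer plus cAMP-d2, read after 30 minutes at room temperature.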
TRPV1 agonist: agonists of human vanilloid receptor 1 (TRPV1) | activation, % at 8.33 µM | Q8NER1 | AID 540275 | TRPV1-expressing cells, Fluo-8 calcium influx, agonist mode | 320,000 tested, 0.19% active; in the data active = activation above about 80%; inconclusive = between about 30% and that limit; note: 0% is about no effect
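TRPV1-expressing cells were cultured overnight at 35.5C and loaded with Fluo-8 calcium dye for 40 to 90 min at room temperature. After a 10 s baseline, compound was added and calcium influx was read kinetically for 3 min (ex 480/em 520 nm).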
ELG1 DNA repair: inhibitors of ELG1-dependent DNA repair in HEK293T cells; HEK293T ELG1-luciferase reporter, luminescence, 16 h; DNA damage induced by 5-fluorouridine; Potency, µM (titrated, usually from 46.1 µM), for inactives: at the top dose activity change, negative = inhibition, most hits filed as inhibitors; 330,000 tested, 2.3% active; AID 504467; note: potency is the fitted concentration of half-maximal effect; % is set by controls: 0 for no effect and ±100 for the full control effect; nearly all actives have a fitted effect of over 55% in size
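Step one: seed 2,000 cells per well. Step two: pin-transfer compound or DMSO alongside 5-fluorouridine. Step three: incubate 16 hr, 37 °C, 5% CO2. Step four: add ONE-Glo, wait 30 min, read luminescence.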
USP2a inh: inhibitors of human ubiquitin-specific protease USP2a; AID 463254; USP2 core, Ub-CHOP2 coupled fluorogenic reporter, 485/531; Potency, µM (top dose mostly 38.3 µM), for inactives: at the highest dose activity change, negative = inhibition, actives largely listed as inhibitors; 330,000 tested, 0.01% active; O75604;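 note: potency is the fitted concentration of half-maximal effect; plate controls were DMSO wells for no effect and full inhibition by NEM control for full effect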
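Cell-free coupled assay: 10nM USP2 core preincubated 30min RT with compound in Tris-HCl pH 8.0/CaCl2/CHAPS buffer, then 25nM Ub-CHOP2 and 25nM reporter substrate; fluorescence (Ex 485/Em 531) read after 60min RT, normalized to NEM inhibition, concentration-response curves fitted.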
KCNH2 3.1 inh: blocks the human KCNH2 3.1 channel isoform; AID 720553; U2OS KCNH2 3.1, thallium flux FluxOr; stronger effect = lower value; activity change, % (tested at about 1.8 µM); 340,000 tested, 0.95% active;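 active = maximum activity change below -70%; inconclusive = maximum activity change from -70% to -50%; inactive = maximum activity change above -50%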;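 note: thallium influx rate constant from kinetic fluorescence after stimulation buffer; % is set by controls: 0 for no effect and ±100 for the full control effect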
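U2OS cells transduced with KCNH2 3.1 mutant virus (1.77 x 10^8 /mL, 4 h), plated overnight at 37 C, loaded 45 min with FluxOr dye plus Red40 quencher. Thallium flux rate constant from kinetic reads after stimulation buffer, normalised to controls.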
hERG WT inh: blocks the wildtype human KCNH2 potassium channel; activity change, % at 1.84 µM; AID 720551; 340,000 tested, 0.37% active; Q12809; U2OS, BacMam KCNH2, thallium flux FluxOr; stronger effect = lower value;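 active = maximum activity change below -70%; inconclusive = maximum activity change between -70% and -50%; inactive = maximum activity change above -50%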; note: % is set by controls: 0 for no effect and ±100 for the full control effect
Target sequence (Q12809 whole entry, looked up): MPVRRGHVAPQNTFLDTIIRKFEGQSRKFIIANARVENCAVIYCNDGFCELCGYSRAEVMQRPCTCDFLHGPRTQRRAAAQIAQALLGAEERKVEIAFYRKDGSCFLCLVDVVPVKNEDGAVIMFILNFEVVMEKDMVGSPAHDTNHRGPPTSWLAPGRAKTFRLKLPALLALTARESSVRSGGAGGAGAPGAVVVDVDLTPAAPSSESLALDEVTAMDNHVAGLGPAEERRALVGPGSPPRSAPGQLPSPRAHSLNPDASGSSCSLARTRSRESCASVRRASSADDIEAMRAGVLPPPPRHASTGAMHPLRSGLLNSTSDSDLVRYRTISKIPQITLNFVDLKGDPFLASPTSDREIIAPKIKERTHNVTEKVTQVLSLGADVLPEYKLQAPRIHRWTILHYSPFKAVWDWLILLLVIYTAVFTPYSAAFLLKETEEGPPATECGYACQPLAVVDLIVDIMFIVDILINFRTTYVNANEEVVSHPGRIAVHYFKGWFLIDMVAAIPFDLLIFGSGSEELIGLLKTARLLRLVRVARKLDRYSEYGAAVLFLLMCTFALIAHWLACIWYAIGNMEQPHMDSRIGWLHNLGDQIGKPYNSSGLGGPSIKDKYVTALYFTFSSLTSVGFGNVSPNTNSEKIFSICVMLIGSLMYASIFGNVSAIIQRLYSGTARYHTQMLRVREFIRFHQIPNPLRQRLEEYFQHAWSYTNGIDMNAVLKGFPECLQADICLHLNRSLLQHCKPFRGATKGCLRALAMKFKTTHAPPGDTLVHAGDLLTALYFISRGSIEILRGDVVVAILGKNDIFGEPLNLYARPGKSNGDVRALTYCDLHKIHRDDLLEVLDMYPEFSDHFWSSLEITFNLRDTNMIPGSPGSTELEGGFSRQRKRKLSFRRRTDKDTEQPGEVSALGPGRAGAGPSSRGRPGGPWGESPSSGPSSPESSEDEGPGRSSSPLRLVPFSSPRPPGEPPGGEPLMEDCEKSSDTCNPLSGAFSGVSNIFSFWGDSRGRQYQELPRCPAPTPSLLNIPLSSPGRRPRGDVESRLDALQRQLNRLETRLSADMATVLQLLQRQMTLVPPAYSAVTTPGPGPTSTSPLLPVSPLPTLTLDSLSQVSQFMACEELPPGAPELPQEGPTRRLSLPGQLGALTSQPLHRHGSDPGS
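U2OS cells were transduced with wild-type KCNH2 virus (2.03 x 10^8 / mL) for 4 h at room temperature, then cultured overnight at 37 C. Thallium flux was read with FluxOr dye. Rate constants were normalized to DMSO controls.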
The depositor's hits bear a star; ? = inconclusive; / = not tested or not shown; & = joins results of further samples; [ ] = dose if it differs, or a comment. Unless noted, calls come from the whole dose curve; as a rule, active = well fitted curve in the direction sought with a large enough effect; inconclusive = small, poorly fitted or top-dose-only effect, or another doubt; inactive = no such curve, though single readings can be large; an effect the other way counts as inactive or inconclusive. An excerpt. The share of hits here may be higher or lower than overall.

SMILES	Mito fusion act	TCR act	Eya2 phos inh	AT treatment	TSHR antag	TRPV1 agonist	ELG1 DNA repair	USP2a inh	KCNH2 3.1 inh	hERG WT inh
CCOC(=O)c1nn(-c2cccc(C)c2)cc1C(=O)c1ccccc1	17%	-3%	-7%	9%	-2	?	?	-8%	-21	-6
CCCCC1C2C(=O)N(c3ccc(C)cc3)C(=O)C2ON1c1ccccc1 (stereo not drawn)	1%	-2%	1%	-1%	-4	9	?	0%	16	-3
CCN(CC)CCN(Cc1cc2cc3c(cc2[nH]c1=O)OCCO3)C(=S)NC	0%	3%	-10%	-2%	7	-3	26%	0%	-1	-5
CCCCN(C)C(=O)C1CCC(CNS(=O)(=O)c2ccc3c(c2)CC(C)N3C(C)=O)CC1 (stereo not drawn)	1%	-3%	0%	-6%	-7	0	-29%	-2%	18	4
COc1cccc(C2SCC(=O)N2c2ccc(Br)cc2)c1OC (stereo not drawn)	1%	2%[46.1 µM]	-5%	13%	-5	-3	-1%	-1%	-1	-6
Cc1ccc(N2C(=O)c3ccccc3C2Nc2ccccc2F)nc1 (stereo not drawn)	4%	0%	0%	5%	1	-3	-28%	-6%	4	-10
CC[C@@H]1C/C=C\Cc2ccccc2[C@@H](C(=O)C[C@@H](O)CC(C)=O)OC1=O	/	4%	-5%	14%	-5	/	-3%	1%	-4	-18
COc1ccccc1C(=O)NC(=O)CSc1nnc(C)s1	0%	3%	-3%	-1%	3	-2	6%	2%	17	14
CS(=O)(=O)c1ccc(Cl)c(C(=O)O)c1	2%	0%	-3%	-1%	29	1	4%	1%	-7	0
O=C(CCC1N=C2c3ccccc3N=C(SCc3ccc(F)cc3)N2C1=O)NCc1ccco1 (stereo not drawn)	-3%	1%	0%	-5%	5	1	?	-2%	2	2
CN1CCN(S(=O)(=O)c2cccc(C(=O)Nc3nccs3)c2)CC1	2%	-4%	2%	5%	4	-3	?	2%	-2	3
CC(C)C(NC(=O)/C=C/c1ccc(F)cc1)C(C)C	3%	2%	6%	-1%	-1	?	1%	-1%	-4	-10
COc1ccccc1CNC1CCN(Cc2ccccc2)CC1	-4%	/	-3%	-4%	-21	1	-1%	0%	-3	17
CC(=O)COc1cc2c(-c3cc4ccccc4o3)cc(=O)oc2cc1C	13%	2%	-5%	-3%	7	30	?	1%	14	-5
COC(=O)c1ccc(C(=O)Nc2nnc(-c3cccnc3)o2)cc1	2%	/	5%	5%	-3	1	5%	1%	/	/
O=C(NCc1ccccc1Cl)C(=O)NCC1CCCN1S(=O)(=O)c1cccs1 (stereo not drawn)	-2%	-2%	1%	-15%	-3	4	-17%	3%	-9	0
C=C(C)Cn1c(-c2ccccc2)nc2ccccc21	0%	-5%	-18%	0%	0	18	4%	0%	0	17
CC1(C)CC(NC(=O)c2ccc3c(c2)OCO3)CC(C)(C)N1	-3%	1%	1%	-2%	7	-13	23%	1%	-8	4
Cc1cc(C)n(CCn2nc(C)cc2C)n1	-4%	-14%	6%	-2%	9	0	12%	-1%	6	-2
CCn1ccnc1CN(C)Cc1cn(-c2ccccc2)nc1-c1ccc(OC)cc1F	-13%	3%	-4%	1%[11.5 µM]	-6	12	-17%	-1%	-26	2
CCOC(=O)c1cnc2c(Cl)cccc2c1NCCN1CCOCC1	-5%	0%[46.1 µM]	-6%	9%	5	6	-7%	-1%	5	-2
Cc1ccccc1C(=O)Nc1ccc2c(C#N)c3nc4ccccc4nc3n2c1	10%	1%[46.1 µM]	1%	8%	-15	7	18µM*	6%	-6	-16
OC[C@H]1NC[C@@H](O)[C@@H]1O	-31%&-8%[inhibitor]	-21%	-3%&-36%	-3%	-14&-1	-3	6%	3%	13	10
S=c1[nH]nc(-c2ccc3ccccc3n2)n1-c1ccccc1Cl	18%	3%[46.1 µM]	0%	/	-9	11	9%	-2%	8	5
COc1ccccc1N1C(=O)c2ccc(C(=O)Nc3cccc(C(C)=O)c3)cc2C1=O	0%	-2%	-5%	10%	10	26	-7%	-1%	4	-7
CCOc1c(Nc2cccc(Cl)c2)c(=O)c1=O	-2%	0%	12%	4%	13	-8	0%	4%	2	-4
CCc1ccc2oc(-c3ccc(N)cc3)nc2c1	26%	/	-21%	3%	0	-1	?	0%	-4	-9
c1ccc(Nc2nc(N3CCNCC3)nc(N3CCOCC3)n2)cc1	-16%	-5%[46.1 µM]	-2%	-5%	11	2	-9%	2%	?	?
Cc1c(C(=O)N/N=C/c2ccccn2)nnn1-c1nonc1N	-6%	-1%	0%	2%	10	19	4%	0%	1	-2
CNC(=O)c1ccc(NC(=O)c2cccc(C(F)(F)F)c2)cc1	-4%	0%	0%	-4%	-4	?	10%	0%	30	-3
COc1ccc(NC(=O)CSc2nc3ccccc3c3nc4ccccc4n23)cc1	-4%	1%[46.1 µM]	3%	-2%	5	-6	?	1%	4	-8
O=C(CN1C(=O)C2CCCCC2C1=O)OCC(=O)c1ccc(F)cc1 (stereo not drawn)	6%	-4%	11%	-6%	10	0	12%	-1%	4	2
CCOC(=O)c1sc(=S)n(-c2ccc3c(c2)OCO3)c1N	4%	-1%	-17%	-7%	0	5	1%	0%	1	-15
COc1cc(C(=O)NCc2nc(C)cs2)ccc1OC1CCN(C(C)=O)CC1	3%	0%	-5%	11%	4	0	2%	3%	-76*	-2
COc1cc(/C=C2\SC(=Nc3ccc(Cl)c(C(=O)O)c3)NC2=O)c(Br)c(Br)c1O	4%	-5%	?	-15%	-11	?	3%	23%	1	-9
O=C1CN(C(=O)c2cccc([N+](=O)[O-])c2)CC(=O)N1	1%	-8%	-3%	2%	1	-3	-10%	1%	-3	5
CN(C)S(=O)(=O)c1cccc(NC(=O)COC(=O)c2cc(=O)c3ccccc3o2)c1	-2%	-3%	5%	-1%	-2	0	11%	3%	8	1
FC(F)(F)c1ccc(NC(=S)NC2CCCCC2)cc1	15%	-4%	-3%	1%	-37	?	-2%	-1%	-15	-3
COC(=O)C1=C(C)N(c2ccc(OC)cc2)C(C)=C(C(=O)OC)C1c1ccccc1	0%	-6%	?	4%	-1	5	-8%	0%	-42	-6
OCCN(Cc1ccccc1)Cc1cccc(F)c1	-2%	/	4%	8%	3	1	4%	-3%	4	-5
COc1ccccc1Nc1nc2ccc(C)cc2cc1C#N	-6%	6%	14%	3%	5	6	-7%	2%	-11	1
Cc1cccc(/C=N/N(CCO)C2=NS(=O)(=O)c3ccccc32)c1	11%	2%	7%	1%	-10	5	11%	1%	-18	29
CC(=O)OC[C@H]1O[C@@H](O/N=C/C[C@@H]2C=C[C@H](OC(C)=O)[C@@H](COC(C)=O)O2)[C@H](OC(C)=O)[C@@H](OC(C)=O)[C@@H]1OC(C)=O	6%	/	11%	-7%	7	6	24%	5%	/	/
CCn1c(C(=O)N2CCC(C(=O)N3CCN(c4ccccn4)CC3)CC2)cc2sccc21	3%	13%	-16%	7%	-4	4	13µM*	1%	-6	0
CNc1snc(C)c1C(=O)OC(C)C(=O)Nc1ccccc1 (stereo not drawn)	-1%	0%	7%	17%	-5	8	?	2%	8	-9
C=CCC[C@@H](Cc1ccc(F)cc1)C(=O)OC[C@H]1CCCN1C(=O)[C@@H](CC=C)CC(=O)N[C@H](CO)Cc1ccccc1	/	-1%	-11%	-3%	-8	/	?	-7%	/	/
O=C(COC(=O)c1ccc2ccccc2c1)NCCCc1ccccc1	1%	1%[46.1 µM]	1%	8%	-8	24	12%	4%	6	-6
Cc1cc(=O)oc2cc(NC(=O)CN3C(=O)NC(C)(c4ccccc4)C3=O)ccc12 (stereo not drawn)	-7%	3%	-15%	-13%	-1	2	8%	1%	17	-2
Cn1c(=O)n(C)c2cc(N3CCOCC3)c(NC(=O)c3cccc(Cl)c3)cc21	4%	7%	6%	6%	-10	-3	12%	2%	-2	-13
Cc1ccc(NC(=S)N/N=C2\CC3CC=CC23)c(C)c1 (stereo not drawn)	-8%	-4%	-3%	-4%	10	0	13%	-2%	3	-3
O=C(C1CCCN(c2ncnc3c2nc2n3CCCCC2)C1)N1CCN(c2ccccc2)CC1 (stereo not drawn)	2%	-14%	-2%	4%	-5	20	?	0%	-1	-1
CCOc1ccc(CCNC(=O)CSc2cc(=O)n(C)c3ccc(Cl)cc23)cc1OCC	-1%	-8%[46.1 µM]	3%	0%	-12	-4	?	0%	14	4
O=C(NCc1ccco1)C12CC3CC(CC(C3)C1)C2	10%	3%[46.1 µM]	2%	/	-1	0	-4%	0%	20	-2
